Lipid storage S3 = qHTS Assay for Lipid Storage Modulators in Drosophila S3 Cells | Drosophila S3 cells, BODIPY lipid droplet fluorescence, 18-24 h; cells fed with added oleic acid | Potency in µM for hits, for the others lipid storage change, negative = inhibition, % at the top dose, mostly 46.1 µM | 320,000 compounds, 0.64% hits; active = well fitted inhibition curve with a large enough effect in the signal ratio, with a control signal flat, not every such curve was filed as active; inconclusive = small, poorly fitted or top-dose-only effect, or effect the other way, or a change in a side signal; the % refers to the signal ratio
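Drosophila S3 cells got compounds at several concentrations plus oleic acid (400 uM solution). Laser-scanning cytometry with 488 nm excitation read lipid droplets at 500-530 nm and cells at 575-640 nm. Percent activity was relative to 20 uM Triacsin C.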
Lipid storage S3 cell count max = second read-out of Lipid storage S3, no call of its own (marks repeat the call); cell number change, %; measured here: cell count max response;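 cells counted by Cell Tracker Red CMTPX staining in the red channel; peak over a dose series mostly up to 46.1 µM; percent activity relative to internal control wells on each plate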
* = called active by the depositor; i = inactive; ? = inconclusive; nt = no result given. % is set by controls: 0 for no effect and ±100 for the full control effect; potency is the fitted concentration of half-maximal effect. A portion of the library; count on the stated rates, not on these rows.

Molecule	Lipid storage S3	Lipid storage S3 cell count max
O=C(N/C(=C/C=C/c1ccccc1)C(=O)N1CCOCC1)c1ccccc1Cl	?	nt
CC(=O)Nc1cccc(NC(=O)CCN2C(=O)c3ccccc3S2(=O)=O)c1	-22%	nt
COc1ccc(C)cc1NC(=O)c1nn(C)cc1Br	?	nt
CN1CCN(CC(=O)Nc2sc3c(c2C(=O)Nc2ccccc2)CCCC3)CC1	?	nt
Cc1n[nH]c(C)c1CCCCOc1ccccc1	?	nt
O=C(O)c1cccnc1SCC(=O)C12CC3CC(CC(C3)C1)C2	-22%	0
COCCN(C(=O)c1csnn1)C(C(=O)NC1CCCCC1)c1ccccc1F (stereo unspecified)	?	nt
CCCCCCOc1ccc(N2C(=O)CC(SC(=NCC)NCC)C2=O)cc1 (stereo unspecified)	0%	12
CCc1ccccc1Nc1nc(N)nc(COC(=O)C2=COCCO2)n1	?	nt
O=C(CN(c1ccccc1)S(=O)(=O)c1ccc(F)cc1)NC1CCCCCC1	?	nt
Cc1ccccc1NC(=O)Cc1ccccc1	15%	2
NCCc1nnc(SCc2ccccc2F)o1	7%	3
CC(C)(C)NC(=O)CSc1ncnc2c1nnn2Cc1ccccc1Cl	?	nt
CC1CCCC(C)N1C(=O)CSc1nnc(COc2cccc3cccnc23)o1 (stereo unspecified)	-11%	0
Cc1cccc(-c2noc(CCC(=O)NCC3CCCO3)n2)c1 (stereo unspecified)	i	27
CCOc1nc(N2CCOCC2)nc(N2CCOCC2)n1	?	nt
CC(C)(C)NC(=O)CN(C(=O)c1csnn1)c1cccc2c1CCCC2	-14%	-14
COC(=O)c1c(S(N)(=O)=O)c2ccccc2n1C	?	nt
O=C(CSc1nc2cc3ccccc3cc2[nH]1)Nc1ccc(F)cc1	?	nt
CCCOC1CCCN(C(=O)CCCn2nnnc2CN2CCOCC2)C1 (stereo unspecified)	-1%	-7
CN(C)c1ccc(C(=O)OCC(=O)c2cccs2)cc1	0%	21
CCOC(=O)N1CCN(C(=O)CSCC(=O)Nc2nc(-c3ccccc3)cs2)CC1	-4%	-9
O=C(CSc1ccccc1)Nc1ccc(N2CCN(c3ccccc3)CC2)c(F)c1	24%	-12
Cc1ccc(C)n1NC(=O)c1ccc(O)cc1	i	nt
O=C(CSc1nc2ccccc2s1)NCC1CCCO1 (stereo unspecified)	-7%	28
Cc1cc(C)n2nc(SC(C)C(=O)NC3CCCCC3C)nc2n1 (stereo unspecified)	?	nt
CSCC[C@H](NC(=O)CCn1nnc2ccccc2c1=O)C(=O)O	-4%	-1
Cc1cccc(C)c1NC(=O)CNC(=O)Cc1ccccc1[N+](=O)[O-]	?	nt
O=C(NCc1cccnc1)C1CCN(C(=O)c2ccc(Cl)cc2Cl)CC1	i	nt
Cc1cc(=O)oc2c1ccc1oc(/C(=N/O)c3ccccc3)c(C)c12	?	nt
Cc1ccccc1N1CCN(C(=O)C2CCCCC2)CC1	?	nt
CCC(Oc1ccccc1OC)C(=O)Nc1ccc2c(c1)OCCO2 (stereo unspecified)	?	nt
CCCCN(C(=O)COc1ccc(NC(C)=O)cc1)C1CCS(=O)(=O)C1 (stereo unspecified)	?	nt
CCOC(=O)C1=C(COC(=O)c2sccc2C)NC(=O)NC1C (stereo unspecified)	8%	-8
Cc1ccc(S(=O)(=O)NC2CCCCCCC2)cc1	-5%	-25
Clc1ccc2c(c1)C(C1=NCCN1)c1ccccc1CS2 (stereo unspecified)	?	nt
COc1ccccc1[C@@H]1C(c2cccc(Cl)c2)=NN(c2ccc(Br)cc2)[C@H]1C(=O)N1CCOC1=O	26%	-3
O=C(c1ccc(NC2=NC3CS(=O)(=O)CC3S2)cc1)N1CCN(c2ccccc2F)CC1 (stereo unspecified)	-8%	24
O=C(NCN1C(=O)C2C3C=CC(C3)C2C1=O)Nc1ccccn1 (stereo unspecified)	3%	-9
COc1ccccc1C(=O)NC(CCSC)C(=O)NCC(c1cccs1)N(C)C (stereo unspecified)	?	nt

Looked up by structure from the list above:
Molecule	Lipid storage S3	Lipid storage S3 cell count max
Cc1ccc(S(=O)(=O)NC2CCCCCCC2)cc1	-5%	-25
CCCCN(C(=O)COc1ccc(NC(C)=O)cc1)C1CCS(=O)(=O)C1 (stereo unspecified)	?	nt
COc1ccccc1[C@@H]1C(c2cccc(Cl)c2)=NN(c2ccc(Br)cc2)[C@H]1C(=O)N1CCOC1=O	26%	-3
Cc1ccc(C)n1NC(=O)c1ccc(O)cc1	i	nt

New compounds follow:
Molecule	Lipid storage S3	Lipid storage S3 cell count max
CCc1c(C)nc(N2CCN(c3cccc(OC)c3)CC2)[nH]c1=O	-14%	7
O=C(Nc1cc([N+](=O)[O-])ccc1O)c1cccc(C(=O)Nc2cc([N+](=O)[O-])ccc2O)c1	?	nt
NC(=O)c1ccc(-n2nnnc2SCC(=O)NC2CCCCC2)cc1	?	nt
Cc1ccc(NC(=O)CSc2ncc3ccccn23)cc1C	?	nt
Cc1cc(S(=O)(=O)N2CCOCC2)ccc1OCC(=O)N1CCCC1	?	nt
Cc1c(NS(=O)(=O)c2ccc(N3CCN(C)CC3)c([N+](=O)[O-])c2)c(=O)n(-c2ccccc2)n1C	?	nt
Cc1nc(NC(=O)CSc2nccn2C)sc1C(=O)N(C)C	-20%	-2
COc1cc(C(=O)NCC(c2ccco2)N2CCCC2)ccc1OCc1ccccc1 (stereo unspecified)	?	nt
CCN(CC)CCNc1nc2cc(OC)c(OC)cc2c2nc(-c3ccccc3)nn12	i	25
Cc1ccc(Nc2ncccc2C(=O)O)cc1C	3%	6
CCOC(=O)C1CCCN(c2c(NCCN(CC)c3ccccc3)c(=O)c2=O)C1 (stereo unspecified)	?	nt
CC(CC(=O)Nc1cccc(S(=O)(=O)N2CCCCC2)c1)c1ccccc1 (stereo unspecified)	?	nt
COc1ccc(NC(=O)Cn2nnc(-c3ccccc3NC(=O)c3ccco3)n2)cc1	?	nt
CN(c1ccccc1C(=O)NCC1CCCO1)S(C)(=O)=O (stereo unspecified)	?	nt
O=C(NC1CCCN(Cc2ccccc2F)C1)c1cccs1 (stereo unspecified)	i	nt
Cc1cccc(NC(=S)Nc2ccc(N3CCOCC3)cc2)c1C	-10%	-6
COc1cccc(/C=N/Nc2nc(-c3cccnc3)nc3ccccc23)c1	?	nt
O=C(NCc1ccco1)Oc1ccccc1	?	nt
CCN1C(=O)[C@@H]2[C@H](C1=O)[C@@H]1C[C@H]3C(=O)N(CC)C(=O)[C@H]3[C@@H]3C1=C(C(=O)N1C(=O)OC(=NCC4CC4)[C@]31C)[C@@H]2C	-5%	9
CCOc1ccc(S(=O)(=O)N2CCN(c3ccc(OC)cc3)CC2)c2cccnc12	?	nt
Cc1ccc(C(=O)N2CCC(Cc3ccccc3)CC2)cc1[N+](=O)[O-]	14%	4
CN(C(=O)CS(=O)(=O)Cc1ccccc1Cl)c1ccccc1	?	nt
CCn1c(CC(=O)Nc2ccc(F)cc2)nnc1SCC(=O)Nc1nnc(C)s1	i	26
CN(C)c1ccc(CNn2cnnc2SCC(=O)NC(C)(C)C)cc1	9%	18
COc1ccc(OC)c(-c2csc(NC(=O)CSc3ccc([N+](=O)[O-])cc3)n2)c1	?	nt
COc1cccc(C(C#N)N2CCCCC2)c1O (stereo unspecified)	?	nt
Cc1cccc(NS(=O)(=O)c2cnc[nH]2)c1	?	nt
COc1cccc(C(=O)/C=C/Nc2cc(C)ccc2O)c1	?	nt
COc1cccc(N=c2oc3cc(O)ccc3cc2C(=O)NCC2CCCO2)c1 (stereo unspecified)	-17%	-2
CCCn1c(=O)c(C(=O)Nc2ccccc2C(=O)OCC)c(O)c2ccccc21	18%	25
O=C(N1CCOCC1)C12CCC3CC(CC(C3)C1)C2	?	nt
O=C(/C=C/c1ccc(F)cc1)NC(Cc1c[nH]c2ccccc12)C(=O)O (stereo unspecified)	-1%	1
Cc1ccc(S(=O)(=O)N2CCCC2CNC(=O)C(=O)NC2CC2)cc1 (stereo unspecified)	?	nt
Cc1ccc(N(C(=O)CNC(=O)c2cccs2)C(C(=O)NC2CCCC2)c2ccncc2)cc1 (stereo unspecified)	?	nt
O=C(Nc1cccc(-c2ccc3nncn3n2)c1)C(F)(F)F	?	nt
COc1cc(NC(=O)c2cc(C)nc3ccccc23)cc(OC)c1	-1%	12
CC(C)(/C=N/NC(=O)CSCc1ccccc1Cl)CCC#N	?	nt
CCCCOc1ccc(/C=C/C(=O)N(CC)CC(=O)Nc2ccc3c(c2)OCCO3)cc1OC	?	nt
Cc1nnc(SCC(=O)N2CCOCC2)c2ccccc12	?	nt
O=C(CC(C(=O)O)c1ccccc1)Nc1cccc2ccccc12 (stereo unspecified)	-1%	-5
Cc1cc(C)nc(NC(C)(C)C(=O)O)n1	-23%	0
CC(/C=N/n1c(-c2ccco2)n[nH]c1=S)=C\c1ccco1	-5%	-13
Cc1cccc(C(c2c(C)nn(-c3ccccc3)c2N)c2c(C)nn(-c3ccccc3)c2N)c1	-11%	-14
C/C(CC(=O)Nc1cc(Cl)ccc1Cl)=N\NC(=O)c1ccccc1Br	?	nt
Fc1ccc(COc2ccccc2-c2ccnc3ncnn23)cc1	?	nt
O=C(CC(c1ccccc1)c1ccccc1)NCCO	?	nt
O=C(Nc1ccccc1C(=O)NCC1CCCO1)c1ccccc1F (stereo unspecified)	23%	27
Cc1cc(OCCCN2CCN(Cc3ccccc3)CC2)ccc1[N+](=O)[O-]	0%	-5
O=C1CCCC2=C1C(c1cccs1)n1nc(SCc3ccccc3)nc1N2 (stereo unspecified)	?	nt
Cc1cc(C)n(C(C)CC(=O)Nc2ccc3c(c2)OCO3)n1 (stereo unspecified)	i	-3
O=C(COC(=O)c1cncc(Br)c1)NCc1ccccc1	?	nt
Cc1c(C(=O)Nc2cnccn2)oc2ccccc12	?	nt
Nc1nc(SCC(=O)Nc2cccc(S(=O)(=O)N3CCCCCC3)c2)n[nH]1	?	nt
O=C(NC(=S)Nc1ccccc1N1CCOCC1)c1ccccc1F	?	nt
CC(C)c1ccccc1N=C1SCCN1C1CCS(=O)(=O)C1 (stereo unspecified)	?	nt
COc1ccccc1C(=O)NCCc1nc2ccccc2[nH]1	17%	8
CCN(C1CCS(=O)(=O)C1)S(=O)(=O)c1ccc2ccccc2c1 (stereo unspecified)	14%	nt
COc1ccc(C2C(C(=O)c3cccs3)=C(O)C(=O)N2c2nnc(C)s2)cc1OC (stereo unspecified)	?	nt
COc1ccc(C(=O)N2CCCC(Nc3ccc(C)c(C)c3)C2)cc1 (stereo unspecified)	?	nt
O=C(NC(=S)Nc1cccc([N+](=O)[O-])c1)C1CCCCC1	?	nt

Arranged by the number under Lipid storage S3 (high to low): 6 from the list above.
Compound	Lipid storage S3	Lipid storage S3 cell count max
CCCn1c(=O)c(C(=O)Nc2ccccc2C(=O)OCC)c(O)c2ccccc21	18%	25
CCN(C1CCS(=O)(=O)C1)S(=O)(=O)c1ccc2ccccc2c1 (stereo unspecified)	14%	nt
O=C(c1ccc(NC2=NC3CS(=O)(=O)CC3S2)cc1)N1CCN(c2ccccc2F)CC1 (stereo unspecified)	-8%	24
Cc1nc(NC(=O)CSc2nccn2C)sc1C(=O)N(C)C	-20%	-2
CC(=O)Nc1cccc(NC(=O)CCN2C(=O)c3ccccc3S2(=O)=O)c1	-22%	nt
Cc1cc(C)nc(NC(C)(C)C(=O)O)n1	-23%	0

(list continues)
Molecule	Lipid storage S3	Lipid storage S3 cell count max
Cc1cccn2c(=O)c(C(=O)NCCCN3CC(C)CC(C)C3)c(O)nc12 (stereo unspecified)	?	nt
CC(C)CC(NC(=O)C1CCC(C)CC1)C(=O)Nc1cccnc1 (stereo unspecified)	4%	-1
O=C1CCc2cc(S(=O)(=O)Nc3ccc(C(F)(F)F)cc3)cc3c2N1CC3	?	nt
COc1ccc(NS(=O)(=O)c2cc(NC(=O)c3ccc(=O)[nH]n3)ccc2N2CCOCC2)cc1	?	nt
O=C(NCCc1ccccc1)c1ccc(-c2ccccc2Cl)o1	?	nt
COc1ccc(NC(=O)COC(=O)c2cc(=O)c3ccccc3o2)cc1OC	?	nt
O=C(NC1CCCCC1)N1CCCC(c2nc3ccccc3[nH]2)C1 (stereo unspecified)	?	nt
COc1cccc(CN2CCN(Cc3ccc(O)cc3)CC2CCO)c1 (stereo unspecified)	9%	2
COc1ccc(CNC(=O)C2CCNCC2)cc1	?	nt
Cc1nnc(SCC(=O)NCCN2C(=O)CSC2=O)s1	?	nt
CN(Cc1ccccc1)S(=O)(=O)c1nnc(NC(=O)c2ccccc2)s1	i	nt
Clc1ccc(OCCn2cnc(Cl)c2Cl)cc1	2%	-13
COc1ccccc1C(CC(=O)Nc1nccs1)c1ccco1 (stereo unspecified)	14%	-11
CCOC(=O)c1c(C)[nH]c(C)c1-c1ccccc1OC	20%	6
COc1ccc(/C=N/NC(=O)CCc2c(C)n[nH]c2C)cc1O	?	nt
Cc1ccc(OCC(=O)Nc2ccc3c(c2)CCC3)c([N+](=O)[O-])n1	?	nt
Cn1ncc(Br)c1C(=O)N1CCN(C(=O)c2ccco2)CC1	-2%	-13
O=C(OCCCc1cc2ccccc2c(=O)o1)c1ccc(C(F)(F)F)cc1	?	nt

Compound activity as filed in PubChem BioAssay.
